BoNT-F LC inh: BoNT/F light chain protease inhibitors, primary screen, biochemical, flow cytometry, MLPCN library; Multiplex microsphere protease cleavage assay; hit rate 0.22% among 360,000; Botulinum neurotoxin type F light chain protease (Clostridium botulinum); inhibition, % at 10 µM; in the data active means inhibition above about 35%, passing the limit was not always enough; inconclusive means no clear call, values can overlap the other calls; further: plate controls were buffer without enzyme for full effect and enzyme alone for no effect
CCHF vOTU inh: CCHFV vOTU protease inhibitors, primary screen, biochemical, Pep-AMC substrate, fluorescence; Crimean-Congo hemorrhagic fever virus L polyprotein viral ovarian tumor (vOTU) protease …; inhibition, % at 11.5 µM; hit rate 0.55% among 370,000; AID 651958, 2012; in the data active means inhibition above about 30%; further: 0% = vehicle wells with enzyme and 100% = no enzyme wells
Y pestis TopoI: Yersinia pestis topoisomerase I inhibitors, primary screen, biochemical, cleavage product accumulation, plate reader, single point | DNA topoisomerase I (Yersinia pestis CO92) | Y. pestis Topo-I cleavage product accumulation | activity, % at 10 µM | hit rate 0.064% among 360,000 | AID 504884, 2011; in the data active means activity above about 50%, passing the limit was not always enough; inconclusive means no clear call, values can overlap the other calls; further: inactives centre near 2
TcdB inh: TcdB glycohydrolase inhibitors, primary screen, biochemical, single point, plate reader; Toxin B (Clostridioides difficile), P18177; inhibition, % at 9.99 µM; AID 652162, 2013; hit rate 0.24% among 350,000; TcdB glycohydrolase enzymatic assay; in the data active means inhibition above about 10%
Target sequence (P18177 whole entry, looked up): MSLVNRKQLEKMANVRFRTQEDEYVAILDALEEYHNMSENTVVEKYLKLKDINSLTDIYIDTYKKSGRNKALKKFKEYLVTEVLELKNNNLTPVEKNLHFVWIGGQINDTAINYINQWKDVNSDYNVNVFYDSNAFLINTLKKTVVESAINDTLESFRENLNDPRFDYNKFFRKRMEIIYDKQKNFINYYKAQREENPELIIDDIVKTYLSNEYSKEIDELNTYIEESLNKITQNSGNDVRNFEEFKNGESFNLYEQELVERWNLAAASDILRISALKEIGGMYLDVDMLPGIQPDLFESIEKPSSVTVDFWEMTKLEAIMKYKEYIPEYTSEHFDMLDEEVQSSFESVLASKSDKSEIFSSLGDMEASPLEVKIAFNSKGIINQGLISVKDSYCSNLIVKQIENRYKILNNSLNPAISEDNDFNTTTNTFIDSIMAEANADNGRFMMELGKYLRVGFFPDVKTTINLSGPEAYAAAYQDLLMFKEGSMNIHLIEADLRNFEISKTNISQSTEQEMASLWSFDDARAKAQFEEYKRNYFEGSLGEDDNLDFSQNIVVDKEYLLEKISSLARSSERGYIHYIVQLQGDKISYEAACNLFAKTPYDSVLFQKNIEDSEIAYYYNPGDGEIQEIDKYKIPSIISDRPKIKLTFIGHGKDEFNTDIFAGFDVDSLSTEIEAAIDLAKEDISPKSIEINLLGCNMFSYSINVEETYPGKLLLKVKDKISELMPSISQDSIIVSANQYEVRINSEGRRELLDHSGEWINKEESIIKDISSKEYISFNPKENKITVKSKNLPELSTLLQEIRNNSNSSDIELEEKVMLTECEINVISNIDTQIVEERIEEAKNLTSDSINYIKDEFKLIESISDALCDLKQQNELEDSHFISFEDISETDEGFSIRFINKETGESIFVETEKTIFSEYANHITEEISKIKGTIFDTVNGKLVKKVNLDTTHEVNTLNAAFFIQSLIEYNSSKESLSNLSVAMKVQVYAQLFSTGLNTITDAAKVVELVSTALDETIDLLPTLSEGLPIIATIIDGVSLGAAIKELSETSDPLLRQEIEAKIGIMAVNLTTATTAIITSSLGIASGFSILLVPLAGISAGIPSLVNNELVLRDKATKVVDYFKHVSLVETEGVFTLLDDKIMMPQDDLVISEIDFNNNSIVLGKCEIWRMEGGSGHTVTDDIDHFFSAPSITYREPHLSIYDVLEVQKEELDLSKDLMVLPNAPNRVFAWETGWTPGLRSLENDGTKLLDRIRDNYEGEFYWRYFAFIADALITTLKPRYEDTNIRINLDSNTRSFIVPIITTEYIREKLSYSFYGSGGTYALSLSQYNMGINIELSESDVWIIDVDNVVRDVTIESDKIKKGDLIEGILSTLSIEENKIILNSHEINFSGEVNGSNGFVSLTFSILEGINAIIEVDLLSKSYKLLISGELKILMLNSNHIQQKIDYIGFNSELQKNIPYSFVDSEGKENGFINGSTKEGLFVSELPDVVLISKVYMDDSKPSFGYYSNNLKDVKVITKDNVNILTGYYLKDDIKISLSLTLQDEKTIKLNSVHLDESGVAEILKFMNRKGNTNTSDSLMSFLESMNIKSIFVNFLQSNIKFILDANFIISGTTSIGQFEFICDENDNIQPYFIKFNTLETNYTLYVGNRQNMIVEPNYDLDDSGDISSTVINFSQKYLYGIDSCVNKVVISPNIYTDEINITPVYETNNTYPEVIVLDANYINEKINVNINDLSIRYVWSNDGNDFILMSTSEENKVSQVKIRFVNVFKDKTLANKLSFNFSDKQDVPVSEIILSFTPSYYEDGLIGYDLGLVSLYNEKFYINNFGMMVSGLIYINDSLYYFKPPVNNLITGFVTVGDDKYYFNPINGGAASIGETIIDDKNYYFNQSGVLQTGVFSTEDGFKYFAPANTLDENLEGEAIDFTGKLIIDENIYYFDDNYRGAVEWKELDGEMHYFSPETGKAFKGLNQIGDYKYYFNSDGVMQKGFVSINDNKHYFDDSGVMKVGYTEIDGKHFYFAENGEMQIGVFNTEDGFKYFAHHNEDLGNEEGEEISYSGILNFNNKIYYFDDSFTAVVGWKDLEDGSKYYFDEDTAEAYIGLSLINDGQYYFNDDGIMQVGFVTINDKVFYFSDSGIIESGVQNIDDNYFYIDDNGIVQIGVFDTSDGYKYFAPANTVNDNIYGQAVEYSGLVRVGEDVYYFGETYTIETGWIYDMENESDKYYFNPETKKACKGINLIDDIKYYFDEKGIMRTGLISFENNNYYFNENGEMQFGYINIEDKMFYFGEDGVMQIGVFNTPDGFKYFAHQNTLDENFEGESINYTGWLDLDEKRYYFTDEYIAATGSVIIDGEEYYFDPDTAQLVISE
PrPC TRFRET: inhibitors of human cell surface prion protein PrPC, primary screen, cell-based, TR-FRET | Major prion protein (Homo sapiens), P04156 | TR-FRET read-out | inhibition, % at 13.8 µM | hit rate 0.43% among 370,000 | AID 720596, 2013; in the data active means inhibition above about 24%; further: 0% = median of the test wells and 100% = reference compound wells
Anthrax LF inh2: Bacillus anthracis LF protease inhibitors, primary screen, biochemical, multiplex microsphere, MLPCN library; AID 588501, 2011; multiplex microsphere protease cleavage assay; hit rate 0.12% among 360,000; inhibition, % at 10 µM; Lethal factor (Bacillus anthracis), P15917; further: plate controls were buffer without enzyme for full effect and enzyme alone for no effect
PfHsp40 rescue: rescue of yeast from PfHsp40 toxicity, primary screen, S. cerevisiae, ATP luminescence | S. cerevisiae expressing PfHsp40, growth rescue | AID 504582, 2011 | hit rate 0.68% among 340,000 | growth rescue, % at 12.5 µM; in the data active means growth rescue above about 28%, passing the limit was not always enough; inconclusive means no clear call, values can overlap the other calls;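 further: yeast W303a lacking pdr1 and pdr3 grown in galactose medium; growth measured after three days at 30 °C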
FadD28 binding: inhibitors of FadD28 bisubstrate probe binding, primary screen, biochemical, fluorescence polarization, single point. Mycobacterium tuberculosis FadD28 fatty-acid-AMP ligase. inhibition, % at 12.5 µM. hit rate 0.22% among 360,000; in the data active means inhibition above about 8.5%, passing the limit was not always enough; inconclusive means no clear call, values can overlap the other calls
BoNT A protease: BoNT/A light chain protease inhibitors, primary screen, biochemical, flow cytometry, MLPCN library. Botulinum neurotoxin type A light chain protease (Clostridium botulinum A str. ATCC 3502). multiplex microsphere protease substrate cleavage. inhibition, % at 10 µM. hit rate 0.17% among 360,000. AID 588499, 2011; further: plate controls were buffer without enzyme for full effect and enzyme alone for no effect
* = called active by the depositor; ? = inconclusive; / = not tested or not shown. Unless noted, no stated cut-off is given here; in the data, active means inhibition above about 30%; inconclusive means no clear call, values can overlap the other calls; inactive means below that.

SMILES	BoNT-F LC inh	CCHF vOTU inh	Y pestis TopoI	TcdB inh	PrPC TRFRET	Anthrax LF inh2	PfHsp40 rescue	FadD28 binding	BoNT A protease
CCn1c(CNC(=O)COC)nc2ccccc21	-6	-6	-13	0.3	1	-6	-1.6	0.0	-1.5
COC(=O)CSc1nnc(-c2cccnc2)o1	-8	-3	2	/	-2	-1	0.0	-2.1	0.6
Cc1cccc(C)c1NC(=O)C(c1cccs1)N(Cc1ccco1)C(=O)Cn1nnc2ccccc21 (configuration not stated)	-10	-3	23	/	-1	1	0.2	-3.6	0.1
NC(=O)c1cc(NC(=O)CCCc2nc3ccccc3s2)cc(C(N)=O)c1	0	-6	-1	0.2	18	-9	4.0	-2.6	0.1
CCN(CC)c1ccc(C(=O)NNC(=O)CNC(=O)c2ccco2)cc1	-5	14	-2	0.3	-5	3	0.2	-2.7	-3.8
Cc1ccccc1NC(=O)c1ccc(NS(=O)(=O)c2cc(C(C)(C)C)cc(C)c2C)cc1	-4	-6	6	/	9	-4	-0.7	0.0	-0.3
O=C(Nc1ccc(Br)cc1)c1ccc(Br)c(S(=O)(=O)Nc2cccnc2)c1	1	-6	-11	/	2	-2	-1.6	0.3	0.4
Cc1cc(C(F)(F)F)nn1CC(=O)Nc1cccnc1	-3	-8	-9	/	4	-4	1.5	-2.7	0.1
COc1ccc(-n2nnc3c(=O)n(CC(=O)N4CCCc5ccccc54)cnc32)cc1	9	11	7	-0.6	-13	-5	-0.1	-4.6	0.1
CC(C)Oc1ccc(C(=O)NC2(C(F)(F)F)N=C3SCCN3C2=O)cc1 (configuration not stated)	-3	-2	1	0.3	-1	0	1.7	-3.5	?
O=C(Cc1ccccc1C(=O)O)Nc1cccc2ccccc12	-3	-2	11	-0.3	-1	3	0.5	1.0	1.6
O=C(Nc1cccc2ccccc12)c1csc(COCCO)n1	-2	3	-5	-0.4	-6	0	/	-5.0	0.0
CCOc1ccccc1NS(=O)(=O)c1c(C)[nH]c(C)c1C(=O)N1CCCCC1	-7	7	-3	0.7	1	-1	-0.6	-2.6	0.0
N#Cc1nc(Cc2cccc3ccccc23)oc1NCc1ccc2c(c1)OCO2	-12	-9	37	/	6	-4	-0.4	0.9	-0.4
CCOC(=O)CSc1n[nH]c(NS(=O)(=O)c2ccccc2C(F)(F)F)n1	6	9	3	2.3	3	6	0.1	-1.8	0.2
Cc1nnc(NC(=O)c2ccccc2C(=O)O)s1	7	-4	3	/	-6	0	0.7	-2.3	3.0
O=C(O)c1cncc(SCc2ccccc2)n1	?	-7	6	-0.6	7	-1	-1.0	-3.1	-1.0
O=C(NCCc1ccc(F)cc1)c1ccc2nccnc2c1	3	0	-1	0.0	-18	1	-0.8	-4.8	0.5
O=C(Nc1ccccc1C(=O)O)c1cccc(NC(=O)c2ccc(Br)o2)c1	11	30*	-2	/	-1	-3	-0.3	-17	0.1
CCn1cc(S(=O)(=O)NCCc2ccccc2OC)cn1	2	11	-5	0.3	-4	5	1.1	-0.6	0.4
CC(C)(C)C1CCC(=NNC(=O)C(=O)NCc2cccnc2)CC1 (configuration not stated)	-5	-8	2	-7.3	-6	-5	-1.6	-0.8	-2.3
Cc1ccc2cccc(NC(=S)NC(=O)c3c(Br)cnn3C)c2n1	-2	7	-1	/	-5	-1	-0.7	-2.2	-0.2
O=C(c1ccccc1F)N1CCN(c2ccccn2)CC1	-6	-14	0	0.2	5	2	-1.4	-1.9	2.0
COCCOC(=O)C1=C(C)NC2=C(C(=O)CC(C)(C)C2)C1c1ccc(N(C)C)cc1 (configuration not stated)	-10	8	3	-15	3	-1	-0.2	0.6	-0.4
CC1Cn2c(COc3ccccc3)nnc2S1 (configuration not stated)	-1	5	11	0.8	2	-4	-1.0	0.1	-0.4
O=C(OCc1nc2ccccc2s1)c1ccco1	3	-4	16	-0.5	4	-3	-0.5	-5.1	-0.5
O=C1CCC/C(=N/NC(=O)c2sc3ccccc3c2Cl)C1	0	-1	4	-0.1	-3	-4	-0.7	0.5	0.0
COc1ccc(C2(C)NC(=O)N(CC(=O)Nc3ccc4c(c3)OCO4)C2=O)cc1OC (configuration not stated)	-10	21	-11	/	1	-5	1.7	-2.5	0.3
Cc1ccc(NC(=O)Nc2ccc3c(c2)N(C)C(=O)CS3)nc1	-5	-5	9	0.4	0	2	8.6	-3.4	0.2
CCc1nnc(NC(=O)CCC(=O)NCc2ccccc2Cl)s1	1	8	4	-1.6	6	0	0.4	-1.3	-0.5
O=C1[C@H]2[C@@H](C3CC3)N3C(=O)CN(CC4CC4)C(=O)[C@@]3(Cc3ccccc3)[C@H]2C(=O)N1c1ccccc1	-2	0	-3	0.8	1	4	0.3	0.0	0.3
CN(C)S(=O)(=O)c1ccc(NC(=O)CCCNC(=O)c2ccc(Cl)cc2)cc1	6	-2	0	2.1	1	8	-0.4	-0.3	-2.5
COc1ccc(C(=O)Nc2cccc(C(=O)N3CCCC3)c2)cc1	4	-4	3	/	-4	-7	0.0	-2.0	2.1
CC1(CC(=O)Nc2ccccc2)NC(=S)N(c2ccccc2)N1 (configuration not stated)	2	11	9	0.0	-4	0	0.3	-1.8	0.2
COc1ccc(NS(=O)(=O)c2cccc(C(=O)N3CCCC3)c2)cc1	?	-7	2	1.0	5	-3	0.8	-2.2	-0.9
Cc1c(NC(=O)COc2ncnc3ccccc23)c(=O)n(-c2ccccc2)n1C	?	9	-4	/	8	-4	1.0	-1.2	-0.8
CCc1c(C)nc2[nH]nc(-c3ccccc3)n2c1=O	-1	3	-6	/	-1	-4	-1.2	-2.7	0.5
O=C(Cn1cccc1)N1CCN(c2ccc(F)cc2)CC1	5	-1	5	0.3	-2	-3	0.6	0.9	-0.9
Cc1csc(NC(=O)CSc2nc(C(C)C)nc3c2c(=O)n(C)c(=O)n3C)n1	-11	25	2	-7.3	27*	-10	0.1	1.7	-0.4
O=C(CCl)Nc1cccc(S(=O)(=O)N2CCCCCC2)c1	0	-2	6	/	3	-1	-0.4	-1.8	-0.5
CC(C)CCC(CCNCc1ccccn1)c1ccc2c(c1)OCO2 (configuration not stated)	-10	9	15	-1.1	-3	-6	-0.6	-2.7	-1.5
Cc1ccc(C)c(NC(=O)CN(C)C(=O)c2ccc(Cl)nc2)c1	-15	-6	3	0.6	-3	-3	1.2	-1.8	-2.7
COc1ccc(/C=N/n2c(-c3n[nH]c4c3CCC4)n[nH]c2=S)cc1OC	5	2	-3	/	4	-1	1.8	-2.9	0.6
Nc1cc(C(=O)O)ccc1Nc1ccc(F)c(F)c1	-14	0	-12	/	-5	-2	-0.1	1.4	0.0
O=C(c1cc(COc2cccc(C(F)(F)F)c2)on1)N1CCC(Oc2cccnc2)CC1	-2	16	11	1.1	14	3	1.4	0.6	1.7
CC(=O)NO	-1	/	2	/	/	-3	/	-2.2	-0.2
O=C(Nc1ccc(S(=O)(=O)NC2=NCCCCC2)cc1)c1cccc(OC(F)F)c1	4	10	2	2.3	-2	-2	/	0.7	0.3
O=C1COc2ccc(C(=O)CSc3nnc(NCc4ccccc4)s3)cc2N1	-6	13	15	0.3	-1	-2	-0.2	-5.5	0.9
CCOc1cc2c(cc1OCC)-n1cccc1C(c1ccc(F)c(OC)c1)NC2 (configuration not stated)	-17	8	10	1.1	5	8	-1.5	-4.6	-4.3
COc1ccc(C(=O)OCC(=O)Nc2ccc(Cl)cn2)cc1	-1	-2	-2	1.6	-6	0	-0.4	-2.2	-0.9

In the list so far, these contain a thiophene ring, fused or not.
SMILES	BoNT-F LC inh	CCHF vOTU inh	Y pestis TopoI	TcdB inh	PrPC TRFRET	Anthrax LF inh2	PfHsp40 rescue	FadD28 binding	BoNT A protease
Cc1cccc(C)c1NC(=O)C(c1cccs1)N(Cc1ccco1)C(=O)Cn1nnc2ccccc21 (configuration not stated)	-10	-3	23	/	-1	1	0.2	-3.6	0.1
O=C1CCC/C(=N/NC(=O)c2sc3ccccc3c2Cl)C1	0	-1	4	-0.1	-3	-4	-0.7	0.5	0.0

Among those listed so far, three contain two or more sulfur atoms.
SMILES	BoNT-F LC inh	CCHF vOTU inh	Y pestis TopoI	TcdB inh	PrPC TRFRET	Anthrax LF inh2	PfHsp40 rescue	FadD28 binding	BoNT A protease
CCOC(=O)CSc1n[nH]c(NS(=O)(=O)c2ccccc2C(F)(F)F)n1	6	9	3	2.3	3	6	0.1	-1.8	0.2
Cc1csc(NC(=O)CSc2nc(C(C)C)nc3c2c(=O)n(C)c(=O)n3C)n1	-11	25	2	-7.3	27*	-10	0.1	1.7	-0.4
O=C1COc2ccc(C(=O)CSc3nnc(NCc4ccccc4)s3)cc2N1	-6	13	15	0.3	-1	-2	-0.2	-5.5	0.9

(cont.)
SMILES	BoNT-F LC inh	CCHF vOTU inh	Y pestis TopoI	TcdB inh	PrPC TRFRET	Anthrax LF inh2	PfHsp40 rescue	FadD28 binding	BoNT A protease
O=C(NCCO)c1cc(-c2cc(C(=O)NCCO)c3ccccc3n2)nc2ccccc12	-19	-5	0	0.9	2	0	-1.9	-1.2	-3.8
Cc1ccc(CNC(=O)CS(=O)(=O)c2ccccc2)cc1	-6	9	1	0.9	6	-1	-0.9	0.9	0.2
Cc1nc(NC(=O)c2cccc(-c3cc4ccccc4oc3=O)c2)ccc1Br	5	-5	10	/	-3	-3	0.1	2.9	-0.4
CCOC(=O)CN1C(=O)/C(=C/c2c(F)cccc2Cl)Oc2ccccc21	-13	-15	39	0.9	4	-4	0.4	0.9	-1.5
COc1ccc(N(C(=O)CNC(=O)c2cccs2)C(C(=O)NCC2CCCO2)c2ccc(OC)c(OC)c2)cc1 (configuration not stated)	-2	4	2	0.6	-1	-6	1.8	0.8	-2.0
COC(=O)c1c(C)[nH]c(C(=O)OCc2ccc(F)cc2)c1C	10	13	-7	/	7	8	-0.8	-0.5	0.6
CCCn1c(NC(=O)C2CCN(S(=O)(=O)c3cccs3)CC2)nc2ccccc21	-10	13	9	/	10	-2	1.4	-1.4	0.2
O=C(Cn1cc2c(n1)CCCC2)NCc1cccc(Cl)c1	-7	-2	3	0.8	5	4	0.3	0.4	-0.4
COc1ccc(C)cc1NC(=O)CCC(=O)Nc1nnc(C2CCCCC2)s1	-6	6	16	1.0	-5	-1	0.9	-2.0	-2.1
CCOC(=O)C(=O)Nc1cc([N+](=O)[O-])ccc1C	1	13	-3	/	-8	-1	-0.3	-1.1	0.1
C#CCOCCOCCOCCNc1nc(N2CCOCC2)nc(N2CCN(C(=O)[C@H]([C@@H](C)CC)n3cc(CCCN=C(N)N)nn3)CC2)n1	-15	4	16	0.7	4	0	-0.7	-0.5	-0.7
CC(C)NC(=O)c1cccc(NC(=O)CC2SC(N3CCCCC3)=NC2=O)c1 (configuration not stated)	-4	5	9	-0.4	-6	0	-1.0	-2.5	0.2
Cc1oc2c(c(C)cc3oc(=O)c(CC(=O)NCC(=O)NCC(=O)NCC(C)O)c(C)c32)c1C (configuration not stated)	-28	-23	-1	0.2	-10	2	0.0	-0.3	-3.1
O=C(CN1C(=O)C2CC=CCC2C1=O)Nc1nnc(SCc2ccc(Cl)cc2)s1 (configuration not stated)	-1	25	20	/	6	-2	1.6	-1.7	-0.1
COc1cccc(NC(=O)CN(C)C(=O)CNC(=O)c2sc3ccccc3c2Cl)c1	-4	11	12	0.9	13	-2	0.7	-4.5	-0.6
Cc1cc(NC(=O)Nc2ccc(OCc3ccccc3)cc2)n(C)n1	-20	/	-8	/	/	-6	-0.3	-2.8	-4.3
COCCn1nnnc1CN(CCc1ccccc1)Cc1cc2ccc(C)cc2[nH]c1=O	-3	7	17	/	2	-10	-1.0	-5.3	0.6
COCC(=O)Nc1ccc(Br)cc1C	0	-2	0	0.6	0	-1	0.0	?	0.1
O=C(c1ccco1)N1CCN(C(=O)c2ccccc2Oc2ccccc2)CC1	5	-4	7	0.3	-3	2	0.0	-5.2	1.1
